# AGP1-GFP MLPCN = modulators of AGP1-GFP expression in yeast TOR pathway, primary screen, cell-based, multiplex flow cytometry, S. cerevisiae, MLPCN library; 3 h; GFP as percent of DMSO wells; GFP response vs DMSO, % at 10 µM; 0.02% of 320,000 active;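 active = GFP response relative to DMSO above a set limit, near screen average plus 3 SD, cut at about 150% in these data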;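 note: median GFP channel fluorescence of the gated AGP1 strain per well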
# CIT2-GFP yeast = modulators of CIT2-GFP expression in yeast, primary screen, S. cerevisiae, GFP fusion, multiplex flow cytometry, MLPCN library | S. cerevisiae CIT2-GFP strain, 3 h; 100 means same as DMSO wells | GFP response vs DMSO, % at 10 µM | 0.065% of 320,000 active | AID 2029, 2009;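 active = GFP response relative to DMSO above a set limit, near the screen mean plus 3 SD, cut at about 150% in these data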;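 note: ratio of well median GFP fluorescence to mean of DMSO wells on the plate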
# MEX-5 binding = MEX-5 zinc finger RNA-binding disruptors – biochemical, C. elegans, fluorescence polarization, MLPCN library, primary screen | Zinc finger protein mex-5 (Caenorhabditis elegans), Q9XUB2 | MEX-5/FITC-TCR2 RNA binding; active compounds read low | activity score (negative = inhibition of binding), % at 10 µM | 0.38% of 300,000 active;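 active = inhibition past about -25% in most replicates, and total fluorescence under double the plate's negative control median, limit read from the data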;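 note: 0% = DMSO and -100% = 5 µM competing unlabeled TCR2 RNA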
# Target sequence (Q9XUB2 whole entry, looked up): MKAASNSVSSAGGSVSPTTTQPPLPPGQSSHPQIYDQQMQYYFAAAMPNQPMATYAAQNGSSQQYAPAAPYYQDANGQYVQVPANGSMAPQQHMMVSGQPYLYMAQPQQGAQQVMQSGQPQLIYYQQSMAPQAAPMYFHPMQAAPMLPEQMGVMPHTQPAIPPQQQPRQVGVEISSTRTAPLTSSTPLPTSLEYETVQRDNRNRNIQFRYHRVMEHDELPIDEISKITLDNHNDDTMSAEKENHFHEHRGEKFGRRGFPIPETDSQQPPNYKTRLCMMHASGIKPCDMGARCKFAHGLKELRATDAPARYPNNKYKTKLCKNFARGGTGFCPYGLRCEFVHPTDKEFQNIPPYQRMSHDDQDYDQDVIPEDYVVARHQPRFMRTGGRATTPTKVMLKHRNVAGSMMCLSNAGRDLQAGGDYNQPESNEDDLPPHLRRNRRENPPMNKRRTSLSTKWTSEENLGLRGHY
# GRK2 inh = compounds blocking aptamer binding on GRK2 – biochemical, human GRK2, bead flow cytometry, HTS, primary screen | Beta-adrenergic receptor kinase 1 (Homo sapiens), P25098 | FAM-aptamer displacement from GRK2 | inhibition of aptamer binding, % at 10 µM | 0.59% of 330,000 active | AID 488847, 2010;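 active = inhibition of aptamer binding above 40%, roughly 3 SD of noise, on plates passing a quality check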;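 note: median bead fluorescence of bound FAM aptamer so fluorescent compounds give negative values; no value below 0 was filed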
# MCL1 BIM primary = inhibitors of MCL1 binding to BIM-BH3, primary screen, biochemical, fluorescence polarization. AID 2057, 2009. inhibition, % at 10.9 µM. 0.68% of 320,000 active. GST-MCL1 / FITC-Bim-BH3 fluorescence polarization. Induced myeloid leukemia cell differentiation protein Mcl-1 (Homo sapiens), Q07820;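 active = inhibition above the mean inhibition of all tested compounds plus 3 SD, set per campaign, cut at about 40% in these data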;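 note: 0% = DMSO wells and 100% = unlabeled Bim-BH3 peptide control; higher means more loss of mP so more displacement of Bim peptide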
# Target sequence (Q07820 whole entry, looked up): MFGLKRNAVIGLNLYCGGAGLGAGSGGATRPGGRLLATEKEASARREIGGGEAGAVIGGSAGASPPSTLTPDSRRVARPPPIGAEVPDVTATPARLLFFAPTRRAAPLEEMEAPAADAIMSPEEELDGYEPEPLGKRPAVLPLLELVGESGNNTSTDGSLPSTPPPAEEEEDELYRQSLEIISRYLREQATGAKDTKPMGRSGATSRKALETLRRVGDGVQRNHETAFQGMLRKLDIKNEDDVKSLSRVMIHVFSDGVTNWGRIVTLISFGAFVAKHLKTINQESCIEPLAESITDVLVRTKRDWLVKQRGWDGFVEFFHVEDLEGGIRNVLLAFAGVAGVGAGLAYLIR
# GLD-1 TGE inh = GLD-1/TGE RNA complex disruptors, primary screen, biochemical, fluorescence polarization; purified GLD-1 + fluorescein TGE RNA; inhibition, % at 5.96 µM; 0.44% of 320,000 active;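 active = percent inhibition above a per-plate cutoff, the plate mean of test compounds plus 3 SD, cut at about 30% in these data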;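 note: 0% = DMSO wells with GLD-1 and probe and 100% = wells lacking GLD-1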
# Yeast superoxide = reduction of superoxide in aged yeast, primary screen, HTS; S. cerevisiae aged cells, superoxide DHE fluorescence; active compounds read low; superoxide response (% of plate mean), % at 10 µM; 0.18% of 330,000 active; AID 2690, 2010;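 active = superoxide response under a set limit, about three screen SD below normal, cut at about 65% in these data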;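 note: yeast aged for seven days with compound at 30 °C before DHE staining; 100% = average MFI of all compound-treated wells on the plate with controls excluded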
# BCLXL inh = inhibitors of human Bcl-xL, primary screen, biochemical, fluorescence polarization, HTS | inhibition, % at 10.9 µM | GST-Bcl-xL / FITC-Bim BH3 peptide fluorescence polarization | Bcl-2-like protein 1 (Homo sapiens), Q07817 | AID 2129, 2009 | 0.7% of 320,000 active;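 active = inhibition above the mean of all tested compounds plus 3 SD, cutoff set per campaign, cut at about 30% in these data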;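 note: 0% = DMSO wells and 100% = unlabeled Bim-BH3 peptide competitor; inhibitors lower millipolarization by displacing the labeled peptide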
# Target sequence (Q07817 whole entry, looked up): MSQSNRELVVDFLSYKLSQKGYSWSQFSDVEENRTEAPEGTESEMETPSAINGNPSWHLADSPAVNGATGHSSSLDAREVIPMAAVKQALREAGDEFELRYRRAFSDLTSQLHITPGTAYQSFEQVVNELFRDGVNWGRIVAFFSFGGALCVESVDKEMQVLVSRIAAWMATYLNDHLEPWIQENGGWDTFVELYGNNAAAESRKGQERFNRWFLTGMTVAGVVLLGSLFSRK
# VLA-4 inh = inhibition in human VLA-4 binding assay, primary screen, VLA-4 allosteric modulator project, MLPCN library, flow cytometry, VLA-4 expressing cells. 0.2% of 330,000 active. inhibition, % (about 7 µM as worked out from the volumes in the protocol). ligand binding flow cytometry. Integrin alpha-4 (Homo sapiens), P13612; in the data active = inhibition above about 50%
# * hit, by the source's call; x = no result given; [ ] = remark or other dose. Rows are unselected; 2.1% or so of the library scored in one or more.
SMILES,AGP1-GFP MLPCN,CIT2-GFP yeast,MEX-5 binding,GRK2 inh,MCL1 BIM primary,GLD-1 TGE inh,Yeast superoxide,BCLXL inh,VLA-4 inh
N#C/C(=C/c1ccccc1)c1nn(CCO)c(N)c1C#N,108,94,0.7,0,-3,-9,90,6,-2
CCOC(=O)c1c(NC(=O)C(C)N2CCN(C(=O)c3ccco3)CC2)sc2c1CCCC2 (centres undefined),104,84,0.9,0,3,-5,102,4,2
CN(Cc1ccc(F)cc1)C(=O)c1cccc(S(=O)(=O)N2CCN(c3ccc(F)cc3)CC2)c1,101,94,-3.0,0,-3,4,102,-3,5
Cn1c(N)c(C(=O)Nc2cccc(Cl)c2)c(=O)n(C)c1=O,99,98,-2.3,0,-5,6,103,-2,6
O=C(/C=C/c1ccc([N+](=O)[O-])cc1)N1CCN(S(=O)(=O)c2cccs2)CC1,110,107,0.0,0,-11,3,104,-5,-1
CC1CC(=NNC(=O)C2COc3ccccc3O2)CC(C)(C)C1 (centres undefined),104,103,x,4,x,1,94,x,-6
C=C1CCN([C@@H](CC(C)C)C(=O)NCc2cc(OC)c(OC)c(OC)c2)S(=O)(=O)c2ccccc21,89,92,-1.8,2,5,-3,109,6,-9
COc1ccc(/C=N/NC(=S)Nc2ccccc2)cc1COc1ccc(F)cc1F,93,95,1.9,0,7,11,94,2,12
COc1ccc(-c2noc(CCCOc3ccccc3)n2)cc1OC,103,101,-2.0,0,4,1,92,3,-5
COc1ccc2c(c1[N+](=O)[O-])CCC/C2=N/OC(=O)c1cccc2ccccc12,106,99,-3.0,1,-4,-6,114,-2,19
O=c1c2c(nc3c(-c4ccccc4)c[nH]n13)CCCC2,102,108,-0.2,2,5,10,96,3,14
CC(C)=CCN1CCN(Cc2cnc(C)s2)CC1CCO (centres undefined),101,95,-1.5,0,4,3,97,6,17
O=C1N=c2ccccc2=C1c1sc(=S)n(Cc2ccccc2Cl)c1O,109,103,1.8,0,11,-4,106,5,0
CN(CC(=O)O/N=C(\N)c1ccccn1)S(=O)(=O)c1ccccc1,103,95,-0.1,1,6,6,99,4,1
CCOC(=O)C1=C(C)Nc2nc(SCC)nn2C1c1ccc(OC)cc1 (centres undefined),107,110,3.5,2,4,5,104,5,6
COc1cc(C2=NOC(C(=O)Nc3c(C)n(C)n(-c4ccccc4)c3=O)C2)cc(OC)c1OC (centres undefined),108,80,-0.8,0,3,6,89,0,-4
COCC(C)N1CCC(Oc2ccc(C(=O)NCc3ccccn3)cc2)CC1 (centres undefined),98,97,-10,1,14,-2,94,11,0
Cc1oc(-c2ccccc2Cl)nc1CSCC(=O)N1CCCC1,103,96,-1.8,3,3,-1,103,8,-1
CC1CCN(C(=O)CCC(=O)N2CC(C)Oc3ccccc32)CC1 (centres undefined),107,107,0.3,0,-3,-1,100,-1,-14
O=C1N=C(N2CCc3ccccc3C2)S/C1=C\c1cccc(O)c1,98,95,3.7,0,0,5,96,12,12
O=C(NC1CCCCCCC1)C1c2ccccc2C(=O)N1Cc1ccco1 (centres undefined),101,102,1.1,0,0,1,133,1,7
COc1ccc(CN(C(=O)CSc2nnc(-c3ccc(OC)c(OC)c3)o2)c2ccc(F)cc2)cc1,102,94,3.2,0,3,0,103,10,11
O=C(C1CCCC1)N1CCN(S(=O)(=O)c2ccc(F)c(F)c2F)CC1,98,100,-2.7,0,-11,-9,96,1,11
CCOC(=O)C(C(=O)OCC)C(C#N)c1ccccc1 (centres undefined),105,108,0.1,0,3,2,76,4,14
Cc1cc(C)cc(OCC(=O)NNC(=O)c2ccccn2)c1,90,89,x,0,5,-2,103,-1,2
# (further entries)
SMILES,AGP1-GFP MLPCN,CIT2-GFP yeast,MEX-5 binding,GRK2 inh,MCL1 BIM primary,GLD-1 TGE inh,Yeast superoxide,BCLXL inh,VLA-4 inh
COc1ccccc1C(=O)Nc1ccc2c(c1)OCCO2,99,96,0.2,0,-4,2,95,-8,7
COc1ccc([C@H]2/C=C\CN(S(C)(=O)=O)[C@@H](C)C(=O)N2Cc2ccc(F)cc2)cc1,94,94,1.6,2,3,11,96,5,10
COc1ccc(C2=NN(C(=O)CCC(=O)O)C(c3ccc(F)cc3)C2)cc1 (centres undefined),99,94,-0.4,6,1,1,103,2,1
COc1ccc(-c2csc3ncnc(Oc4ccc5c(C)cc(=O)oc5c4)c23)cc1,93,90,-1.0,0,-4,-4,100,-2,17
CC1(C(=O)N2CCN(C(=O)c3ccco3)CC2)CC1(Br)Br (centres undefined),100,106,1.4,0,6,3,95,3,6
CC(=O)Nc1c(C(=O)Nc2ccc3c(c2)OCO3)oc2ccccc12,104,102,-1.9,1,2,1,111,4,12
CCN(CC)CCNC(=O)c1cn(CC)c2cc(N3CCN(C(=O)c4ccco4)CC3)c(F)cc2c1=O,104,105,0.3,0,0,-1,101,2,0
Cc1cccc2cc(CN(Cc3ccc(F)cc3)Cc3nnnn3C3CCCC3)c(=O)[nH]c12,101,103,1.3,0,2,-6,116,1,-7
O=C(/C=C/c1cccc([N+](=O)[O-])c1)NCCSCc1c(Cl)cccc1Cl,101,99,0.2,0,-1,7,117,3,3
O=S(=O)(Nc1ccc(-c2nc3cccnc3s2)cc1)c1cc(F)ccc1F,99,90,-0.3,1,-5,5,95,2,-3
Cc1ccc(C)c(S(=O)(=O)N2CCN(C(=O)c3ccc(OCc4c(C)noc4C)cc3)CC2)c1,119,121,0.5,0,0,1,103,1,-1
Cc1coc2c1c(C)cc1oc(=O)c(CC(=O)N[C@H](C(=O)O)C(C)C)c(C)c12,101,103,-4.4,0,-6,8,98,2,-1
CN1CCc2c(c3ccccc3n2C)C1,103,93,-0.2,1,-1,3,96,2,18
COc1ccccc1NC(=O)CCC(=O)OCc1ccc(Br)cc1,99,94,1.1,3,4,-3,89,-1,14
O=C(Nc1nnc(Cc2ccccc2)s1)c1cccs1,39[may fluoresce violet],122,-0.7,6,3,-6,116,-5,18
COc1ccc(C2=NN(C(=O)CCC(=O)O)C(c3ccccc3F)C2)cc1 (centres undefined),88,93,-1.0,0,1,2,96,4,7
C[C@@H]1COC(=O)[C@@H](Cc2ccc(F)cc2)CC/C=C\C[C@@H](CC(=O)NCCO)C(=O)N1,105,96,x,1,x,-1,97,x,-12
CC(C)(C)c1ccc(Oc2cccc(C3CC(=O)C(C4NCCc5ccccc54)C(=O)C3n3cncn3)c2)cc1 (centres undefined),86,82,1.4,0,3,7,99,7,-10
Cc1ccc(C2C3CSCC=C3C(C#N)=C(N)C2(C#N)C#N)cc1 (centres undefined),102,100,-2.9,0,6,18,103,12,-1
O=C(COC(=O)c1cncc(Br)c1)NC1CCCC1,100,107,-2.6,1,-1,5,87,3,-9
CCOc1ccccc1C1c2[nH]c3ccccc3c2C[C@H]2C(=O)N(C3CCN(Cc4ccccc4)CC3)CC(=O)N12 (some centres undefined),99,100,1.7,0,x,x,98,x,4
CC(NC(=O)COC(=O)c1cn(-c2ccccc2)nc1-c1cccs1)c1ccccc1 (centres undefined),97,106,-1.0,1,0,-6,89,3,1
Cc1ccc(NC(=O)COC(=O)C2CC2)c(Br)c1,104,108,0.2,3,6,-4,79,4,-5
CCOC(=O)C1=C(C)Nc2ncnn2C1c1cccs1 (centres undefined),95,91,-1.8,0,6,-1,94,3,18
O=C1c2cccnc2C(Nc2cccc(F)c2)N1Cc1ccco1 (centres undefined),100,104,2.4,0,13,3,97,7,-8
# Additional structures:
SMILES,AGP1-GFP MLPCN,CIT2-GFP yeast,MEX-5 binding,GRK2 inh,MCL1 BIM primary,GLD-1 TGE inh,Yeast superoxide,BCLXL inh,VLA-4 inh
Cc1ccc(-c2cc(C(=O)N3CCN(C(=O)c4ccco4)CC3)no2)cc1,93,96,0.9,0,-2,1,93,0,6
Nc1cc(C(=O)OCC(=O)NCCC2=CCCCC2)ccc1Cl,75,80,x,1,x,0,100,x,-19
O=C(COc1ccc(Cl)cc1)NCCNC(=O)c1cnccn1,101,105,-0.1,0,3,9,116,-1,-5
Cc1ccc(NC(=O)COC(=O)CN2C(=O)NC3(CCCC3)C2=O)cc1Cl,99,97,x,0,3,1,98,1,-8
Cc1nc(N2CCC(C)CC2)c2c(C)c(C(=O)Nc3cccc(C(F)(F)F)c3)sc2n1,95,97,2.9,1,5,9,89,3,9
Cc1ccc(S(=O)(=O)N2CCOCC2)cc1C(=O)NC(=S)N1CC(C)CC(C)C1 (centres undefined),102,99,-1.5,0,5,2,104,4,x
COc1ccc(NC(=O)NC2(C(=O)N3CCCC3)CCCCC2)cc1,101,101,-2.1,3,-7,6,108,-2,0
CCn1c(SCC(=O)N2c3ccccc3Sc3ccccc32)nnc1-c1ccco1,100,103,-3.2,4,9,-4,121,8,-12
COc1cc(Cl)c(C)cc1N1C(=O)CN(Cc2ccccc2)C1=S,90,84,-1.7,1,1,-2,106,-5,19
CCOc1ccc(C2CC(c3cccc(OC)c3OC)n3nnnc3N2)cc1Cl (centres undefined),94,93,0.6,0,4,8,89,2,12
O=C(COC(=O)COc1ccc(Cl)cc1Br)NCc1cccs1,105,96,0.7,2,-5,8,104,7,-1
Cn1nc(C(F)(F)F)c(/C=N/OC(=O)c2ccc(Cl)cc2)c1Cl,102,88,0.3,0,-1,-2,117,-1,-1
CCN(CC(=O)Nc1ccccc1OC)C(=O)CCOc1ccc(C(C)(C)C)cc1,107,97,2.7,0,6,3,104,9,8
CC(C)CC(=O)NC(=S)Nc1ccccc1C(F)(F)F,91,98,0.8,1,6,-2,103,8,23
Cc1cc(NC(=O)CCC(=O)N(Cc2cccs2)C(C(=O)NC2CCCC2)c2ccncc2)no1 (centres undefined),96,89,-2.5,1,-1,8,99,-1,9
Cc1ccc(S(=O)(=O)NCc2ccccc2)s1,101,106,-0.5,1,0,-2,96,1,4
Cc1nnc(SCC(=O)NNC(=O)CC#N)[nH]c1=O,108,107,-1.3,0,1,3,104,3,-4
CCOc1ccc(OCC)c(NC(=O)c2ccc(CNc3c(N4CCOCC4)c(=O)c3=O)cc2)c1,110,104,3.6,2,7,8,103,-2,10
COC(=O)c1ccc(/C=C(\C#N)c2ccccn2)cc1,97,102,-0.1,1,-3,1,96,1,13
CCOc1ccccc1NC(=O)C(C)CC (centres undefined),104,109,1.1,0,3,5,95,0,0
CCCNC(=O)c1onc(CSc2ccc(F)cc2)c1C(=O)NC(C)C,87,85,-3.3,0,-5,6,105,-8,-12

# 4 entries from above, with tabs.
SMILES	AGP1-GFP MLPCN	CIT2-GFP yeast	MEX-5 binding	GRK2 inh	MCL1 BIM primary	GLD-1 TGE inh	Yeast superoxide	BCLXL inh	VLA-4 inh
CN1CCc2c(c3ccccc3n2C)C1	103	93	-0.2	1	-1	3	96	2	18
COc1ccccc1C(=O)Nc1ccc2c(c1)OCCO2	99	96	0.2	0	-4	2	95	-8	7
COc1ccc(NC(=O)NC2(C(=O)N3CCCC3)CCCCC2)cc1	101	101	-2.1	3	-7	6	108	-2	0
COc1cc(Cl)c(C)cc1N1C(=O)CN(Cc2ccccc2)C1=S	90	84	-1.7	1	1	-2	106	-5	19

# Screening data (PubChem)
